Assay outcomes from PubChem.
LYPLA1 inh: LYPLA1 inhibitors, primary screen, counter-screen for PME1 inhibitor project, biochemical, fluorescence polarization, FP-Rh probe ABPP | inhibition, % at 5.9 µM | actives 0.16% (n = 320,000) | AID 2174, 2009 | recombinant LYPLA1;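 active = inhibition above the mean of all tested compounds plus 3 SD, set per campaign, cut at about 14% in these data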;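 also: inhibitors block serine hydrolase probe labeling of LYPLA1 so polarization falls; 0% = enzyme with DMSO and 100% = wells lacking LYPLA1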
LYPLA2 counter: LYPLA2 inhibitors, primary screen, counter-screen for PME1 inhibitor project, biochemical, fluorescence polarization, FP-Rh probe ABPP; inhibition, % at 5.9 µM; actives 0.38% (n = 320,000); recombinant LYPLA2; Acyl-protein thioesterase 2 (Homo sapiens), O95372;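 active = inhibition above the screen-wide mean plus 3 SD, limit set per campaign, cut at about 26% in these data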;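 also: 0% = LYPLA2 with DMSO and 100% = wells lacking LYPLA2 enzyme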
pPAFAH FP inh: pPAFAH enzyme inhibitors, primary screen, biochemical, fluorescence polarization, human. recombinant pPAFAH, FP-rhodamine probe fluorescence polarization. inhibition, % at 3.39 µM. actives 1.5% (n = 330,000). AID 463082, 2010;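 active = inhibition above the mean inhibition across the screen plus 3 SD, cut at about 25% in these data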;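 also: inhibitors block binding of the rhodamine activity-based probe so polarization drops; 0% = enzyme with DMSO and 100% = wells lacking pPAFAH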
PAFAH1B2 inh: PAFAH1B2 enzyme inhibitors, primary screen, biochemical, fluorescence polarization, human | recombinant PAFAH1B2, FP-rhodamine activity probe | inhibition, % at 3.39 µM | actives 1.2% (n = 340,000) | AID 492953, 2010;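 active = inhibition above the mean of all tested compounds plus 3 SD, cut at about 24% in these data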;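 also: 0% = enzyme with DMSO and 100% = wells lacking PAFAH1B2; many of its hits are not listed in these tables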
Target sequence (P68402 whole entry, looked up): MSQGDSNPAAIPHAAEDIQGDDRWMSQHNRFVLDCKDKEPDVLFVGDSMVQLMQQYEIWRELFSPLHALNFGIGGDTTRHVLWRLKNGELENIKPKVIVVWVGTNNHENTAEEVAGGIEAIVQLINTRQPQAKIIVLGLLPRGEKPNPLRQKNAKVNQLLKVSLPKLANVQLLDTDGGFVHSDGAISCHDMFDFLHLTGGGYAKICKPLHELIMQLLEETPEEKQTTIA
PME-1 primary: PME-1 inhibitors via competitive probe labeling, primary screen, biochemical, fluorescence polarization, FP-Rh probe, HTS | actives 0.53% (n = 320,000) | inhibition, % at 5.9 µM | recombinant PME-1 | Protein phosphatase methylesterase 1 (Homo sapiens), Q9Y570;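 active = inhibition above the campaign mean of all compounds plus 3 SD, cut at about 26% in these data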;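 also: competitive labeling of PME-1 active site by serine hydrolase directed probe; 0% = PME-1 with DMSO and 100% = wells lacking PME-1 enzyme; inhibitors block probe labeling so polarization falls and inhibition rises; many of its hits are not listed in these tables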
PAFAH1B3 inh: PAFAH1B3 enzyme inhibitors, primary screen, biochemical, fluorescence polarization, human; AID 492972, 2010; recombinant PAFAH1B3, FP-rhodamine probe; inhibition, % at 3.39 µM; actives 0.28% (n = 340,000);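 active = inhibition above the screen-wide average of all tested compounds plus 3 SD, cut at about 25% in these data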;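 also: 0% = enzyme with DMSO only and 100% = wells lacking PAFAH1B3 protein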
GSTO1 counter: inhibitors of recombinant GSTO1, primary screen, counter-screen for RBBP9 inhibitor project, biochemical, fluorescence polarization; activity-based probe fluorescence polarization; actives 1.1% (n = 300,000); inhibition, % at 5.96 µM; Glutathione S-transferase omega-1 (Homo sapiens), P78417;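 active = inhibition above the campaign mean inhibition plus 3 SD, cut at about 35% in these data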;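 also: 0% = GSTO1-1 with DMSO and 100% = wells lacking GSTO1-1 enzyme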
PAD4 inh: human PAD4 inhibitors, primary screen, biochemical, fluorescence polarization, 1536-well format; Protein-arginine deiminase type-4 (Homo sapiens), Q9UM07; recombinant PAD4, RCA probe fluorescence polarization; inhibition, % at 6.36 µM; actives 0.41% (n = 330,000); AID 485272, 2010;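 active = percent inhibition above a cutoff equal to the mean of all tested compounds plus 3 SD, cut at about 15% in these data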;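 also: 0% = PAD4 with RCA probe and DMSO and 100% = probe without PAD4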
Target sequence (Q9UM07 whole entry, looked up): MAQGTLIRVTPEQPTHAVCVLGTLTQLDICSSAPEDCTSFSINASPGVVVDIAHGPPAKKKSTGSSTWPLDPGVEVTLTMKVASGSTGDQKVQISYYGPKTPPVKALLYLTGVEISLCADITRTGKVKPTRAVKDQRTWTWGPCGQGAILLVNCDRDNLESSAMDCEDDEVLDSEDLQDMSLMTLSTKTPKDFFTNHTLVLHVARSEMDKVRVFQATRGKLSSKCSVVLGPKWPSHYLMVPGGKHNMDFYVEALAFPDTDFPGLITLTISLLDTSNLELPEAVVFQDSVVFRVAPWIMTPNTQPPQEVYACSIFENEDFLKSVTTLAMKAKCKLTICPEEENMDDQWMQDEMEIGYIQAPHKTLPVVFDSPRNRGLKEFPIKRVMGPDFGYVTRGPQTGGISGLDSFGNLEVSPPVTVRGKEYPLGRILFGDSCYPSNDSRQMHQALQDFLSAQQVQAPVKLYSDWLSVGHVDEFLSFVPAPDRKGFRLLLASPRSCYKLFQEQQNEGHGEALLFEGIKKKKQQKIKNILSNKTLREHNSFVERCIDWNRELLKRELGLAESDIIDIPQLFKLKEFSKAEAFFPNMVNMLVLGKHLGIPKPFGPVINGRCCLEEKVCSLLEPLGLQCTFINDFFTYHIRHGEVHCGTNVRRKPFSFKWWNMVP
PREPL inhibitor: PREPL enzyme inhibitors, primary screen, biochemical, fluorescence polarization; inhibition, % at 5.96 µM; actives 0.68% (n = 320,000); recombinant PREPL, fluorescence polarization activity-based probe; in the data active = inhibition above about 43%;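 also: 0% = enzyme with DMSO and 100% = wells lacking enzyme; many of its hits are not listed in these tables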
* hit, by the source's call; . = not tested or not shown; & = joins results of further samples. This is a subset (hit frequency here may not be typical).

SMILES	LYPLA1 inh	LYPLA2 counter	pPAFAH FP inh	PAFAH1B2 inh	PME-1 primary	PAFAH1B3 inh	GSTO1 counter	PAD4 inh	PREPL inhibitor
CCCCn1c(N)c(N(CC(C)C)C(=O)C2CCN(C(=O)c3ccc(Cl)cc3)CC2)c(=O)[nH]c1=O	-1	5	0	7	-4	9	7	3	16
O=C(CSc1nc2[nH]c(=O)[nH]c(=O)c2s1)Nc1cccc(F)c1	-2	7	-1	-1	2	10	.	10	0
CCn1nnc(-c2ccccc2NC(=O)C(F)(F)F)n1	-1	8	1	3	-1	-3	3	-3	11
COc1ccc(Nc2nc(N)nc(CSC(=S)N3CCCCC3C)n2)cc1 (configuration not stated)	2	5	7	7	4	0	-10	1	7
CN1CCN(C(=O)C2=C[C@H](c3ccccc3)C[C@H](OCc3ccc(CO)cc3)O2)CC1	-1	2	4	7	5	-3	2	-1	24
O=C(Cn1c(/C=C/c2ccccc2)nc2ccccc21)Nc1ccc(F)cc1	-4	4	3	0	-1	5	5	-4	30
Cc1nnsc1C(=O)NC(C)c1ccccc1 (configuration not stated)	2	-1	-6	1	-1	10	5	1	-4
Cn1cnnc1SCC(=O)N1CCc2ccccc21	-9	-3	0	1	-2	7	-2	0	5
O=C(N/N=C/c1ccc[nH]1)c1ccc(Cl)cc1	-5	-3	5	-4	6	10	3	3	10
Cc1sc2ncnc(NCCCO)c2c1C	0	-5	-8	1	-6	9	-4	-4	2
CC(CCCC(C)(C)O)NCc1cn[nH]c1-c1ccc2c(c1)OCO2 (configuration not stated)	3	8	1	4	2	2	0	3	13
CCc1c(C)nc(N2CCOCC2)[nH]c1=O	5	6	2	1	6	3	-5	-1	0
CCOc1cccc(CN2CCCC(CCC(=O)NCc3ccccc3F)C2)c1O (configuration not stated)	2	3	15	4	-9	5	0	0	2
COc1cccc(CN(Cc2cccnc2)S(=O)(=O)c2ccc(-n3cnnn3)c(C)c2)c1OC	-1	2	1	6	-1	8	9	-4	8
Cc1ccc(C(=O)C[n+]2ccc(Cc3ccccc3)cc2)cc1	-1	6	1	4	-6	2	9	-3	14
Cn1cc(C(=O)NC2CCCCCC2)c(=O)c2cc(S(=O)(=O)N3CCCC3)ccc21	-2	-3	5	2	2	-5	-4	-1	2
COc1ccc2oc(-c3ccco3)cc(=O)c2c1	3	7	3	2	0	5	2	-2	-18
CCNC(=O)Cc1c(OC)ccc2cc(Br)ccc12	-2	3	1	6	-7	5	2	0	-3
O=c1c(Cc2c(F)cccc2Cl)c(O)ccn1CCCn1ccnc1	-1	2	-2	-2	0	-2	7	-1	6
O=C(CN(C(=O)c1csnn1)c1cccc2ccccc12)NC1CCCC1	0	3	2	6	3	-2	-2	-2	6
Cc1sc2nc(C3CCCCC3)nc(SCC(=O)N3CC(=O)Nc4ccccc43)c2c1C	2	5	2	4	-1	6	4	-3	1
COC(=O)CCCC[C@H]1SC[C@H]2NC(=O)N[C@]21O	11	6	7	.	3	.	-5	-7	1
CCc1ccc(NC(=O)Nc2ccsc2C(=O)OC)cc1	-5	-5	2	-5	-40	-1	-2	1	1
COc1ccc(C(C)=O)cc1COC(=O)Cc1cc(OC)c(OC)c(OC)c1	4	4	2	-2	-2	2	-5	1	-1
CCCN1CCN(CCCNC(=O)c2ccccc2NC(=O)C2=C(C)OCCS2)CC1	1	-1	-1	-1	0	0	-57	2	5
Cc1ccc(N2CC(C)Cn3c2nc2c3c(=O)n(CC(=O)OCc3ccccc3)c(=O)n2C)cc1C (configuration not stated)	0	-6	3	1	0	12	-1	-1	24
CC(=O)COc1ncn(-c2ccccc2)n1	3	-3	3	3	4	1	6	-3	1
CN(C)CCCNS(=O)(=O)c1ccc(N2CCC(c3ccc(Cl)cc3)=N2)cc1	11	4	5	.	4	.	0	-2	70*
O=C1NC(C(F)(F)F)(C(F)(F)F)N=C2SC=CN12	4	3	3	3	2	10	-2	3	9
FC(F)(F)c1cnc(N2CCSCC2)c(Cl)c1	2	5	1	5	1	-3	1	-2	3
Cc1ccc(-n2c(=S)sc3c(=O)n(-c4ccccc4F)c(SCC(=O)O)nc32)cc1C	-4	-1	9	0	-1	1	-21	0	-3
CCCNC(=O)COC(=O)c1cc(SC)ccc1Cl	0	6	5	2	2	-3	-1	-1	-3
Cc1c(NC(=O)N2CCCCCC2)c(=O)n(-c2ccccc2)n1C	3	5	2	7	1	9	4	0	-1
CC(=O)Nc1ccc(SCc2ncc(-c3ccccc3)o2)cc1	-1	5	7	2	5	5	3	-1	-26
Cc1cc2c(cc(C(=O)OC(C(=O)NC3CCCCC3)C(C)C)n2C)o1 (configuration not stated)	-6	-6	-10	6	-7	4	.	2	12
CC(C)N1CCc2c(sc(NC(=O)C3CCCCC3)c2C(N)=O)C1	-1	0	-1	4	-3	5	1	4	4

3 structures out of the list, ordered by formula weight, lowest first.
SMILES	LYPLA1 inh	LYPLA2 counter	pPAFAH FP inh	PAFAH1B2 inh	PME-1 primary	PAFAH1B3 inh	GSTO1 counter	PAD4 inh	PREPL inhibitor
CC(=O)COc1ncn(-c2ccccc2)n1	3	-3	3	3	4	1	6	-3	1
Cc1c(NC(=O)N2CCCCCC2)c(=O)n(-c2ccccc2)n1C	3	5	2	7	1	9	4	0	-1
CC(C)N1CCc2c(sc(NC(=O)C3CCCCC3)c2C(N)=O)C1	-1	0	-1	4	-3	5	1	4	4

Carrying on.
SMILES	LYPLA1 inh	LYPLA2 counter	pPAFAH FP inh	PAFAH1B2 inh	PME-1 primary	PAFAH1B3 inh	GSTO1 counter	PAD4 inh	PREPL inhibitor
CN(C)c1ccc(NC(=O)C(=O)NCCOc2ccccc2)cc1	0	3	1	10	-1	4	10	-3	2
CCOC(=O)c1c(NC(=O)Cc2cccs2)sc(C)c1C	-2	-4	8	-1	1	-3	7	2	3
COc1ccccc1NC(=O)NC1(C(=O)N2CCOCC2)CCCCC1	-2	-2	0	5	0	16	3	0	-5
Cc1cc(C(=O)CN2C(=O)C(=O)N(Cc3ccccc3)C2=O)c(C)n1Cc1ccccc1	.	.	5	7	.	6	.	-3	22
Cc1cc(-c2ccco2)n(CC(=O)NCCN(C)C)n1	3	-5	-4	-4	-3	1	4	-1	9
CCOC(=O)Cn1c(=NC(=O)CSC(C)=O)sc2cc(OC)ccc21	-4	2	-2	-4	-10	4	-23	14	0
COc1cc(CN2CCSCC2)c([N+](=O)[O-])cc1OC	3	2	-5	2	3	7	0	-1	4
C/C(=N\NC(=O)c1cccc(S(=O)(=O)N2CCOCC2)c1)c1ccc(C#N)cc1	-2	-1	2	5	4	-5	-3	-5	0
COCCCNC(=O)c1ccc2c(=O)n(Cc3ccc(Cl)cc3)c(=S)[nH]c2c1	1	1	4	4	3	-2	10	-1	-5
O=C(CCN1C(=O)c2ccccc2S1(=O)=O)Nc1ccc(F)c(F)c1F	-2	-7	-1	-2	21	-2	2	-4	0
CC(C)N(C(=O)C[n+]1ccc(/C=N/O)cc1)C(C)C	-3	-1	1	4	-3	2	1	-3	1
CN(C(=O)COC(=O)c1cc[n+]([O-])cc1)c1ccccc1	1	4	1	-2	-1	6	-1	1	2
COCCNC(=O)COc1cc(=O)n(C)c2ccccc12	-5	-5	1	3	-2	7	-3	-1	0
Cc1cc(C)cc(-n2ccn(CC(=O)NCCc3ccccc3)c(=O)c2=O)c1	0	0	-6	0	-10	2	4	-2	8
Cc1cc(C)c(-c2cc(NC(=O)COC(=O)c3ccc(NC(=O)CC#N)cc3)n(-c3ccccc3)n2)cc1C	-24	-54	11	-30	-5	-59	-66	-3	-18
CCNc1cc(=O)n(C)c(=O)n1C	2	-2	2	4	-4	4	-12	-6	-6
O=C(COc1ccc(C(=O)c2ccccc2)cc1)NC1CCCCC1	1	12	0	2	12	5	2	7	-7
CCc1ccccc1NC(=O)Cn1nc(C)n2cccc2c1=O	-6	0	-2	8	-8	7	-1	4	19
CC1CC(C)CN(C(=O)CCC(=O)Nc2nnc(C3CCCCC3)s2)C1 (configuration not stated)	-3	2	8	7	2	3	-3	-2	-4
C=CCNC(=O)COC(=O)COc1ccc(Cl)cc1	0	1	8	2	0	-9	-6	0	9
CC(C)C(=O)Nc1cccc(NC(=O)c2cccc(Br)c2)c1	-5	-5	-2	1	-5	0	-1	-1	3
CCOC(=O)c1cc2c(=O)n3cccc(C)c3nc2n(CC2CCCO2)c1=NC(C)=O (configuration not stated)	5	4	1	3&-2	5	1&0	3	3	-2
Cc1nc2ccc(NC(=S)NC3CC3)cc2nc1C	0	1	5	3	-1	-3	-9	-1	3
C=CCc1ccccc1OCCOc1ccc([N+](=O)[O-])cc1/C=N/NC(N)=O	-3	3	-1	1	-10	-2	6	4	8
COc1ccc(C(C)=O)c(OC(=O)c2ccco2)c1	0	0	3	1	-3	0	2	5	2
COc1ccc(/C=C2/C(=O)N(c3ccccc3)N=C2C)cc1	0	-1	-3	.	-1	.	47*	57*	12
O=C(COC(=O)c1ccc(Br)c(S(=O)(=O)N2CCOCC2)c1)NCC1CCCO1 (configuration not stated)	2	6	4	2	3	3	9	-4	4
CCCS(=O)(=O)N1CCCC(C(=O)NCCCN(CC)c2cccc(C)c2)C1 (configuration not stated)	1	-3	1	-2	-12	9	20	5	0
Cc1noc(C)c1COc1ccccc1C(=O)NNC(=O)c1ccccc1F	-3	-1	-1	5	5	5	.	5	1
CCC(NS(=O)(=O)c1ccc2c(c1)Cc1cc(S(=O)(=O)NC(CC)C(=O)O)ccc1-2)C(=O)O (configuration not stated)	-4	-5	5	-2	7	13	7	-2	5
NC(=O)COc1ccc(NC(=O)OCc2ccccc2)cc1	2	4	0	6	-4	0	6	4	13
Cc1ccc(Sc2ccc(NC(=O)CCl)cc2)c(C)c1	-5	-2	15	.	8	.	78*	3	7
O=C(COC(=O)c1c(Cl)cccc1Cl)NCc1cccs1	.	.	4	6	.	2	.	-1	2
CC(=O)Nc1ccc(S(=O)(=O)n2cnc(C)c2)cc1	-2	-5	0	1	-6	9	-1	-1	6
COc1cccc(CNC(=O)C2CCN(S(=O)(=O)c3cccs3)CC2)c1	-1	-4	0	4	22	6	0	-1	-12
COCc1nnc(NC(=O)CCSc2ccccc2)s1	6	2	1	19	5	7	5	-1	15
COc1ccc([C@H]2CC(=O)C=C(c3ccc(C)c(F)c3)C2)cc1	-3	-2	4	4	0	2	.	0	-7
Cc1ccc(C(=O)NNC(=O)C(C)Oc2ccccc2F)cc1S(=O)(=O)N1CCOCC1 (configuration not stated)	-2	-2	0	0	2	2	-9	4	24
O=C(c1cccc([N+](=O)[O-])c1)N1CCN(c2cccc(Cl)c2)CC1	-4	10	0	3	6	2	0	5	39
COC(=O)c1[nH]c2c(c1C)C(=O)CC(c1cc(OC)ccc1OC)C2 (configuration not stated)	1	6	1	0	2	4	1	-1	6
COc1ccc(CCN2CCCC(CN(C)C(=O)c3cc(C)oc3C)C2)cc1 (configuration not stated)	-1	7	0	3	0	2	8	2	8
CCOc1cc(Cl)c(S(=O)(=O)NCCCn2ccnc2)cc1Cl	3	14	1	-1	-4	4	1	1	8
